Bioassay records (PubChem BioAssay)
CHT PAM: CHT positive allosteric modulators, primary screen, cell-based, membrane potential dye, choline EC20; 310,000 tested, 0.49% active; High affinity choline transporter 1 (Homo sapiens), Q9GZV3; B-score at 10 µM; CHT-expressing cells; stronger effect = higher value; LV-AA mutant CHT in HEK293 cells;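 active means initial fluorescence not abnormally high and integrated response B-score, plate-corrected, over 3 SD above library mean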
Target sequence (Q9GZV3 whole entry, looked up): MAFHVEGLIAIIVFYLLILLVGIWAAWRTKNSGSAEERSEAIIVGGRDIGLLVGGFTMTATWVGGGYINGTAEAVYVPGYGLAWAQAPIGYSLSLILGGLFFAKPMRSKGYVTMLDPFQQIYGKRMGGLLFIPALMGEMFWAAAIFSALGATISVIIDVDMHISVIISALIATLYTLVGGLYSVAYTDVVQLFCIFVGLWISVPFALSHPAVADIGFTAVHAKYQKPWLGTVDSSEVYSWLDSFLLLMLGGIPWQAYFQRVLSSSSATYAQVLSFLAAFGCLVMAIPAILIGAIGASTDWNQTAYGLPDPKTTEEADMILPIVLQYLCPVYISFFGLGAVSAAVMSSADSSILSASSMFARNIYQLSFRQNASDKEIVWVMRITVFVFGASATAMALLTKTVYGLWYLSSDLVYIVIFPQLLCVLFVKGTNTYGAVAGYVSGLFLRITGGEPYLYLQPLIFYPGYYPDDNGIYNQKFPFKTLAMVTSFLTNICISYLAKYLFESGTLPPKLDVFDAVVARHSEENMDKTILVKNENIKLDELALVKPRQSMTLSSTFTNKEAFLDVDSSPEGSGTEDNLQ
OX1R antagonist: OX1R (HCRTR1) antagonists, primary screen, fluorescence, CHO/OX1R cells, Fluo-8 calcium, orexin A; Orexin/Hypocretin receptor type 1 (Homo sapiens), O43613; Fluo-8 calcium fluorescence; inhibition, % at 5 µM; 330,000 tested, 0.43% active;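 active means inhibition above its plate's threshold, mean inhibition of all tested compounds on the plate plus 3 SD, cut at about 37% in these data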;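 further: 0% = orexin A challenge wells and 100% = SB-334867-A antagonist wells; not every result past the cut was called active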
Target sequence (O43613 whole entry, looked up): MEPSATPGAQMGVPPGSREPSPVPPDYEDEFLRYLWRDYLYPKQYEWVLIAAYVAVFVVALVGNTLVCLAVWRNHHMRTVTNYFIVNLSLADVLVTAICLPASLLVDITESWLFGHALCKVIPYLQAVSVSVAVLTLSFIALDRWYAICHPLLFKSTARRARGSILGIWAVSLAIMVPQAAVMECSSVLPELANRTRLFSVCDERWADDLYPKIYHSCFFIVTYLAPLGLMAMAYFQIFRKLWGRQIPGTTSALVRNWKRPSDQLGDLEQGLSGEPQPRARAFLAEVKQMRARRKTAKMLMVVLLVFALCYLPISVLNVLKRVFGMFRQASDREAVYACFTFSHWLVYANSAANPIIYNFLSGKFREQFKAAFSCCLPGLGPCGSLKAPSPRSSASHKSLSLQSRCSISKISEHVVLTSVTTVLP
Starred values were filed as active, the others as inactive; i = inactive; / = no result given.

smiles | CHT PAM | OX1R antagonist
CC(C)CCNC(=O)C1CCN(S(=O)(=O)c2ccc3c(c2)CC(C)N3C(=O)C2CC2)CC1 (configuration not stated) | i | -38
O=C(NCc1ccccc1)C1=C[C@@H](c2coc3ccccc3c2=O)C[C@@H](OCc2ccc(CO)cc2)O1 | i | -20
Cc1ccc(-c2cc(C(=O)Nc3nn[nH]n3)c3ccccc3n2)cc1 | i | -3
COc1ccc(OC)c(C(=O)c2ccc(C(=O)N3CCN(Cc4csc(C)n4)CC3)cc2)c1 | i | -44
N#Cc1ccccc1NC(=O)CSc1nnc(-c2ccncc2)o1 | i | -16
COc1cccc(NC(=O)COc2ccc(Br)c(C)c2)c1 | i | -1
C[C@@H](NC(=O)c1[nH]cnc1C(=O)Nc1ccc(Cl)cc1)c1ccccc1 | / | -45
CCCC(=O)Nc1cc(C)c(NC(=O)c2ccco2)cn1 | i | -34
COc1ccc(C2C(C(=O)NCc3ccccn3)c3ccccc3C(=O)N2C)cc1OC (configuration not stated) | i | -32
Cc1oc(-c2ccccc2F)nc1CS(=O)CC(=O)NC1CCCCC1 (configuration not stated) | i | -34
Cc1ccc(C(=O)Nc2ncccc2S(=O)(=O)c2ccccc2)cc1 | i | /
Cn1cc([N+](=O)[O-])c(C(=O)N2CCN(Cc3ccc4c(c3)OCO4)CC2)n1 | i | -4
Cc1oc2c(CN3CCCC3)c(O)ccc2c(=O)c1Oc1ccccc1Br | i | -3
CN(C(=O)CN1CCCCCC1)c1c(N)n(Cc2ccccc2)c(=O)[nH]c1=O | / | -14
CCNc1nn2ccccc2c1/C=C(\C#N)C(=O)OCC | i | -30
COc1cccc(CN2CCN(C3CSCCSC3)CC2CCO)c1 (configuration not stated) | i | -1
COc1cc(CC(=O)OCC(=O)Nc2sccc2C(N)=O)cc(OC)c1OC | i | 12
CCOc1ccc(NC(=O)CN(C)CC(=O)Nc2ccc(Br)cc2F)cc1OCC | i | -28
Cc1c(NS(=O)(=O)CC23CCC(CC2=O)C3(C)C)c(=O)n(-c2ccccc2)n1C (configuration not stated) | i | -6
CCC1CCCCN1CCCNC(=O)CN1C(=O)c2cccnc2Oc2ccc(Cl)cc21 (configuration not stated) | i | -23
Nc1ccc(Sc2ccc([N+](=O)[O-])cc2)cc1 | i | -3
CCOC(=O)C1CCN(C(=O)c2cccc(NC(=O)C(CC)CC)c2)CC1 | i | -4
Cc1c(-n2cc(C(=O)c3cc(F)ccc3O)cc(C#N)c2=O)c(=O)n(-c2ccccc2)n1C | i | -24
Cc1c(NC(=O)C2(c3ccccc3)CCOCC2)c(=O)n(-c2ccccc2)n1C | i | -14
O=C(O)CCNS(=O)(=O)c1ccc2c(c1)OCCCO2 | i | 3
Cc1ccc(CC(=O)NC2CCN(C)CC2)cc1 | i | -7
O=C(N/N=C/c1ccccn1)c1ccc(Br)o1 | i | -17
Cc1cc(C)cc(NC(=S)N2CCC(NC(=O)c3ccc(F)cc3)CC2)c1 | i | -19
O=C(COc1ccc(S(=O)(=O)Nc2cccc(C(F)(F)F)c2)cc1)N1CCOCC1 | i | 1
N#C/C(=N\Nc1ccc(S(=O)(=O)N2CCCCC2)cc1)C(N)=S | i | 2

One compound at a time (already shown). Order of values: CHT PAM | OX1R antagonist
Results for COc1cc(CC(=O)OCC(=O)Nc2sccc2C(N)=O)cc(OC)c1OC → i | 12
Results for COc1ccc(C2C(C(=O)NCc3ccccn3)c3ccccc3C(=O)N2C)cc1OC (configuration not stated) → i | -32

Carrying on.
smiles | CHT PAM | OX1R antagonist
O=C1CCCC(=O)C1C(=O)C1CCN(S(=O)(=O)c2ccccc2)CC1 | i | -16
O=C(c1cccc(S(=O)(=O)N2CCOCC2)c1)N1CCCC1 | i | -14
COc1ccccc1NC(=O)c1nn(-c2ccc(Cl)cc2)ccc1=O | i | -18
O=C1CNC(=O)/C(=C\c2ccc(F)cc2)N1 | i | -22
CCc1c(C)nc(SCCOc2ccc(OC(C)C)cc2)[nH]c1=O | i | -6
COc1ccc(CNC(=O)CC2C[C@H](C(=O)N(C(C)C)C(C)C)[C@@]3(C)c4[nH]c5ccccc5c4CCN3C2=O)cc1OC (some centres not stated) | / | 1
O=C1CC(N2CCCCCC2)C(=O)N1c1ccc2c(c1)OCO2 (configuration not stated) | i | 15
CCc1ccc(NC(=O)NNC(=O)c2cc3ccccc3cc2O)cc1 | i | -10
O=C(O)CCS(=O)(=O)c1cccc2cccnc12 | i | -9
O=c1[nH]c(SCc2c(Cl)cccc2Cl)nc2ccccc12 | i | -36
COc1ccc(C2NC(=O)Cc3cc(OC)c(OC)cc32)cc1OC (configuration not stated) | i | 20
COc1ccccc1C(=O)Nc1ccc(C)cc1C(=O)c1ccccc1 | i | -18
O=C(O)c1ccc(/C=C2\CCCc3c2nc2ccccc2c3C(=O)O)cc1 | i | -1
CN(CC(=O)Nc1cccc(S(=O)(=O)NC2=NCCC2)c1)Cc1cccc(F)c1 | / | -13
O=C(Oc1ccc(F)cc1)c1cccnc1 | i | -22
O=C(CSc1nnc2scc(-c3ccc(F)cc3)n12)NCc1ccco1 | i | -17
Cc1ccc(N(C(=O)c2ccco2)C(C(=O)NC2CCCC2)c2cccnc2)cc1 (configuration not stated) | i | -36
CCOc1ccccc1N=C1SC(CC(=O)Nc2ccc(OC)cc2OC)C(=O)N1CCC1=CCCCC1 (configuration not stated) | i | -35
Cc1cccc(N2CCN(S(=O)(=O)c3ccc4c(c3)C(C)(C)C(=O)N4C)CC2C)c1 (configuration not stated) | i | -13
CC1(C)C2CCC1(CS(=O)(=O)Nc1ccc(S(=O)(=O)N3CCCC3)cc1)C(=O)C2 (configuration not stated) | i | 4
O=C(NC(=S)N1CCCCC1)c1csc([N+](=O)[O-])c1 | i | -16
CC1C(=O)N2CCCc3cc(S(=O)(=O)N(C)c4ccccc4)cc1c32 (configuration not stated) | i | -23
CC(C)C[C@H](NC(=O)NC1CCCc2ccccc21)C(=O)O (some centres not stated) | i | -7
CC(C)Cn1c2c(c(O)c(C(=O)Nc3nccs3)c1=O)CCCC2 | i | -28
CC(OC(=O)Cn1cnc2c1c(=O)n(C)c(=O)n2C)C(=O)NCc1ccccc1 (configuration not stated) | i | 0
COc1ccc(CC(=O)NCCC2=CCCCC2)cc1 | i | -28
Cc1cccc(CCNC(=O)CN(C)S(=O)(=O)c2cnc[nH]2)c1 | i | -8
CCOC(=O)c1c2c3c(cccc3n(C)c1=O)C(=O)c1ccccc1-2 | i | -30
Cc1ccc(C)c(N2CCN(C(=O)C3CCCN(S(=O)(=O)c4c(C)[nH]c(=O)[nH]c4=O)C3)CC2)c1 (configuration not stated) | i | -21
S=c1[nH]nc(Cc2cccc3ccccc23)o1 | i | 4
S=c1[nH]nc(C2CC2)n1Cc1ccccc1 | i | -21
COc1ccc(CN2Cc3cccc4c3[C@@H](CC2=O)[C@H](O)[C@H](O)C4)cc1 | / | -16
CC(C)CCOc1ccc(C(=O)N2CCN(c3ncccn3)CC2)cc1 | i | -26
COc1ccc(Cl)cc1N1CCN(CCNC(=O)Nc2ccccc2C)CC1 | i | -21
CCCCCCn1c(CN2CCN(C)CC2)nc2c1c(=O)n(C)c(=O)n2C | 9.5* | -17
CCOC(=O)c1cccc(C(=O)Nc2nc3ccc(OC)cc3s2)n1 | i | 3
COc1cccc(N2C(=NC(=O)COc3ccccc3)SC3CS(=O)(=O)CC32)c1 (configuration not stated) | i | -24
COc1cc(C)c(C(C)C)cc1S(=O)(=O)n1cnc(C)c1 | i | -9
CC(=O)c1ccc(NC(=O)C2Cc3ccccc3CN2C(=O)c2ccccc2)cc1 (configuration not stated) | i | -16
COc1ccc(NS(=O)(=O)c2cccc(NC(=O)NC3CCCCC3)c2)cc1 | i | -21
CC(C)Oc1ccc(C(CC(=O)N2CCOCC2)C(C)C)cc1 (configuration not stated) | i | -22
COc1cc(N2C(=O)C=CC2=O)c(OC)cc1Cl | i | -30
Cc1nn(-c2ccccc2Cl)c(Cl)c1/C=N/Nc1cccc(C(=O)O)c1 | i | 8
COc1ccc(C(NC(C)=O)c2cc(Cl)c3cccnc3c2O)cc1 (configuration not stated) | i | -32
COc1ccc(C(=O)Nc2cc3c(cc2OC)CCCC3)cc1Br | i | 9

Ordered by SMILES length (high to low): five of the compounds above.
smiles | CHT PAM | OX1R antagonist
COc1ccc(NS(=O)(=O)c2cccc(NC(=O)NC3CCCCC3)c2)cc1 | i | -21
CCCCCCn1c(CN2CCN(C)CC2)nc2c1c(=O)n(C)c(=O)n2C | 9.5* | -17
COc1ccc(Cl)cc1N1CCN(CCNC(=O)Nc2ccccc2C)CC1 | i | -21
COc1cc(C)c(C(C)C)cc1S(=O)(=O)n1cnc(C)c1 | i | -9
S=c1[nH]nc(C2CC2)n1Cc1ccccc1 | i | -21

Additional structures follow:
smiles | CHT PAM | OX1R antagonist
Cc1ccc(C(=O)c2c3ccccc3[n+]([O-])n2[C@@H](C)C(N)=O)cc1 | i | -7
Brc1ccccc1-c1nnc(COc2cccc3cccnc23)o1 | i | -3
Cc1nn2c(-c3cccnc3)ccnc2c1-c1ccccc1 | i | -21
COc1ccc(N2CC(C)Cn3c2nc2c3c(=O)[nH]c(=O)n2C)cc1 (configuration not stated) | i | -30
CN(C)S(=O)(=O)c1cccc(NC(=O)c2n[nH]c(=O)c3ccccc23)c1 | i | -13
COc1cccc(NC(=O)CCc2nnc3ccc(N4CCC(C)CC4)nn23)c1 | i | -31
O=C(CN1CCCCCC1)Nc1ccc(Cl)cn1 | i | -28
CC(=O)Nc1ccc(S(=O)(=O)NC2=NCN(C)CN2)cc1 | i | -15
CCCCn1c(NCc2ccncc2)nc2ccccc21 | i | -11
COc1ccc(CN(C)C(C)C(=O)Nc2ccc([N+](=O)[O-])cc2Cl)cc1OC (configuration not stated) | i | 10
Cc1ccc(Oc2nc(-c3ccccc3)ncc2S(=O)(=O)c2ccc(C)cc2)cc1 | i | -5
COCCCN(C(=O)c1cccnc1SC)c1c(N)n(Cc2ccccc2)c(=O)[nH]c1=O | i | 1
CCOc1ccc2c(c1)C(c1ccc(C)cc1)=NNC(c1ccc(OC)cc1)=N2 | i | -27
COc1ccc2nc3sc(C(=O)NCCN4CCc5ccccc5C4)cc3cc2c1 | i | -19
O=C(Cn1ncc2c3ccccc3n(Cc3ccc(F)cc3)c2c1=O)N1CCN(c2ncccn2)CC1 | i | -21
CN(Cc1ccccc1)C(=O)c1nn2cccnc2c1Cl | i | -3
COc1ccc(Cl)cc1Nc1cc(C)nc2ccccc12 | i | 14
CC(=O)NC(N(C#N)c1nc(Cl)nc(N(C)C)n1)C(Cl)(Cl)Cl (configuration not stated) | i | -8
COc1cccc(/C=N/NC(=O)C[n+]2ccccc2)c1O | i | 9
C=CCNCCCCOc1ccc(Br)cc1C | i | -24
CN(C(=O)c1ccccn1)C1(C(=O)NC2CCCCC2)CCCCC1 | i | -22
CC(C)c1nc2sc(C(=O)O)c(N)c2c2c1CCCC2 | i | -30
O=C(Nc1ccnn1C1CCN(Cc2cccnc2)CC1)c1ccccc1Cl | i | -8
Cc1cc(C)cc(C(=O)N2CCN(c3ccccn3)CC2)c1 | i | -21
O=C(CN1C(=O)NC2(CCCCCC2)C1=O)NCc1ccc(Cl)cc1 | / | -9
COC(=O)N/N=C\C=C\c1ccc2c(c1)OCO2 | i | -7
C/C(=N\NC(=O)C1(C)CC1(Br)Br)c1ccc([N+](=O)[O-])cc1 (configuration not stated) | i | -12
O=C(O)[C@H](Cc1ccccc1)NC(=O)N1CCCCCC1 | i | 2
O=C(NCC1(O)CCCCC1)C1CCC(=O)N(CCc2ccccc2)C1 (configuration not stated) | i | -12
COc1ccc(/C=C/C(=O)CCC(=O)O)cc1 | i | -1
Cc1cc(C)cc(C(=O)NCC(=O)OCC(=O)N2CCN(S(=O)(=O)c3ccc4ccccc4c3)CC2)c1 | i | -21
COc1nnc(-c2ccc(C)c(S(=O)(=O)NCCO)c2)c2ccccc12 | i | -20
CCN1CCN(C(=S)NC(=O)/C=C/c2cccs2)CC1 | i | -22
CCSc1nnc(NC(=O)CSc2nnc(CNC(=O)c3ccc(OC)cc3)o2)s1 | i | 7
CCNc1nc(Oc2ccc(C(=O)OC)cc2)nc(N(C)C)n1 | i | 0
COc1ccc(N2CCN(C(=O)c3cccnc3SCc3cccc(Br)c3)CC2)cc1 | i | -31
Cc1cc(-c2ccccc2)n(-c2cc(N/N=C/c3ccccc3O)ncn2)n1 | i | -16
O=C(NC(C(=O)N/N=C/c1c2ccccc2cc2ccccc12)c1n[nH]c(=O)c2ccccc12)c1ccccc1 (configuration not stated) | i | 7
CCc1cc2c(SCC(=O)O)ncnc2s1 | i | 5
COc1cc(C(=O)NCCC(=O)NCCN2CCOCC2)cc(OC)c1OC | i | -9
CC/C(=N\N=C(/CC)c1ccccc1N)c1ccccc1N | i | 7
NNS(=O)(=O)c1ccc2c(c1)Cc1cc(S(=O)(=O)NN)ccc1-2 | i | 8
Cc1nn(CCOc2cccc(Br)c2)c(C)c1[N+](=O)[O-] | i | -19
Cc1nc(Cl)sc1C(=O)NC(C)c1ccc(Cl)cc1 (configuration not stated) | i | -16
CCN(CC)c1ccc(NC(=O)COc2ccccc2C#N)cc1S(=O)(=O)Nc1ccccc1OC | i | -8
Cc1nc(C)c(C(=O)Nc2ccc(Oc3ccccc3)cc2)o1 | i | 12
